M4 ag: CHRM4 agonism in calcium assay | P08173 | CHO-K1 hM4/Gqi5, Fluo-8 calcium fluorescence; vehicle 0%, full acetylcholine response 100% | activation, % at 3 µM | 0.14% of 360,000 active | AID 624127;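 active means activation above the run mean over all test wells plus 3 SD, cut at about 32% in these data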;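 further: peak over basal fluorescence ratio per well then scaled between controls; 0% = DMSO wells and 100% = acetylcholine at EC100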
CRFBP-R2 agonist: agonists of human CRF-binding protein/CRF-R2 receptor complex; HEK293 CRF-R2/CRF-BP, calcium dye fluorescence (FLIPR); percent of saturating CRF peptide response; activation, % at 13.2 µM; 0.46% of 350,000 active;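 active means activation of at least 50%, plus an integration ratio under a set limit after plate pattern correction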;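 further: plate controls were neutral control wells without compound for no effect and CRF at EC100 for full effect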
CHRM4 PAM: positive allosteric modulators of human muscarinic M4 receptor; activation, % at 3 µM; CHO-K1 hM4/Gqi5, Fluo-8 calcium fluorescence, ACh EC20; 0% = ACh EC20, 100% = maximal ACh; AID 624126; 0.4% of 360,000 active;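 active means activation above its plate's cutoff, the mean activation of sample wells plus 3 SD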; further: some results filed as inactive read as strong as hits
IDE cell inh: cellular human IDE inhibition | inhibition, % at 5.59 µM | 0.41% of 320,000 active | P14735 | HEK cells, FAbetaB cleavage, fluorescence polarization;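 active means percent inhibition above the average of all tested compounds plus 3 SD, set per screening campaign, cut at about 16% in these data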;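 further: IDE supplied by intact live HEK cells; FP after avidin binding of uncleaved biotin substrate so inhibition keeps polarization high; 0% = DMSO wells and 100% = 60 µM reference IDE inhibitor Ii1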
Target sequence (P14735 whole entry, looked up): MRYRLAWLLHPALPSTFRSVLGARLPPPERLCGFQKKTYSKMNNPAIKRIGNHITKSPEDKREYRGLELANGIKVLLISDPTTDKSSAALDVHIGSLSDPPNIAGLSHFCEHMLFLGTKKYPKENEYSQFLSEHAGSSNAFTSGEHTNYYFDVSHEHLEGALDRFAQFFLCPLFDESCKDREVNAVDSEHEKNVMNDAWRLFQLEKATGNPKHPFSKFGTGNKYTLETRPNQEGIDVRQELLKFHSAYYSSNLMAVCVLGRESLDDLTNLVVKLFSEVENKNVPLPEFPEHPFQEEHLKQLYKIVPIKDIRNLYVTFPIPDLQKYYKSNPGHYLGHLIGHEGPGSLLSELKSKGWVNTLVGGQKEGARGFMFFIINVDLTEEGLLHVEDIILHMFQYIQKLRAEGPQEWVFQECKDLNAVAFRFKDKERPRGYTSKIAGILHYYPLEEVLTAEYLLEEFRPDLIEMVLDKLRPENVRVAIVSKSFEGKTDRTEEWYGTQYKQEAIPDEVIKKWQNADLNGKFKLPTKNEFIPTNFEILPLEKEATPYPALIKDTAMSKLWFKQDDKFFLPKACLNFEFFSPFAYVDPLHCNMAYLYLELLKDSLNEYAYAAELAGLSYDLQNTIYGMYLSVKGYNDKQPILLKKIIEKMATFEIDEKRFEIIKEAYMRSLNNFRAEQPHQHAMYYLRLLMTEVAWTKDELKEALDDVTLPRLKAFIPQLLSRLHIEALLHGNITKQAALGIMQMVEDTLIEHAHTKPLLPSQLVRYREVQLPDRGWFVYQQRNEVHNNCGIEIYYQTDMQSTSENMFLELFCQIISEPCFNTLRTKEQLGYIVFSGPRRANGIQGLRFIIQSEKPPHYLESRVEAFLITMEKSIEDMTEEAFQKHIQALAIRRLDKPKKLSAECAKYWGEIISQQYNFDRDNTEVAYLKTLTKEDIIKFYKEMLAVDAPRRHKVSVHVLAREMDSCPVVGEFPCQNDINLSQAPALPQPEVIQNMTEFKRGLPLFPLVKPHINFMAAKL
CRFBP-R2 block: blocks CRF-induced signaling of the CRF-BP/CRF-R2 complex; HEK293 CRF-R2/CRF-BP, CRF-induced calcium fluorescence; inhibition, % at 11.8 µM; 0.59% of 350,000 active;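 active means inhibition of the ligand-induced calcium signal above about 50% at the single tested concentration, limit read from the data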
M4 antag: CHRM4 antagonism in calcium assay; P08173; CHO-hM4 cells, ACh EC80, Fluo-8 calcium fluorescence; inhibition, % at 3 µM; 0.73% of 360,000 active; AID 624125;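 active means inhibition above its plate's cutoff, the mean inhibition of sample wells plus 3 SD, cut at about 27% in these data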;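 further: 0% = acetylcholine EC80 with DMSO and 100% = DMSO without agonist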
M5 antag: antagonists of human muscarinic M5 receptor (CHRM5) | AID 624040 | 0.59% of 360,000 active | P08912 | CHO-hM5 cells, Fluo-8 calcium fluorescence, ACh EC80 | inhibition, % at 3 µM;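 active means inhibition above a per-plate cutoff, the mean of that plate's test compounds plus 3 SD, cut at about 27% in these data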;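 further: 0% = acetylcholine EC80 with DMSO and 100% = DMSO without agonist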
M5 PAM: potentiates acetylcholine response at human M5 receptor; P08912; CHO-K1 hM5, Fluo-8 calcium, ACh EC20 PAM; 0% = ACh EC20, 100% = ACh EC100; activation, % at 3 µM; 0.3% of 360,000 active;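 active means activation above the run cutoff, the mean activation of all test compounds plus 3 SD, cut at about 18% in these data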
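Test system: CHO-K1 hM5 cells / Doses: single-point, 3 µM nominal / Times: Post-acetylcholine fluorescence recording 140 s / Technique: Fluo-8 calcium fluorescence / Measure: Max/basal fluorescence ratio as % of EC20–EC100 ACh window / Benchmarks: low control EC20 acetylcholine (0%), high control EC100 acetylcholine (100%) / Replicates: one well per compound, no replicates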
CHRM5 agonist: agonists of human muscarinic M5 receptor (CHRM5). 0.19% of 360,000 active. AID 624037. activation, % at 3 µM. CHO-K1 hM5 cells, Fluo-8 calcium fluorescence; 0% DMSO wells, 100% maximal acetylcholine response. P08912;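 active means activation above the run's mean over test compounds plus 3 SD, cut at about 23% in these data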;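 further: signal is peak over basal fluorescence ratio across the kinetic read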
* marks the source's active call; other numbers are inactive results; · = no result given; & = joins results of further samples. Outcome played no part in choosing rows, and some 2.9% of all compounds hit somewhere here.

canonical_smiles	M4 ag	CRFBP-R2 agonist	CHRM4 PAM	IDE cell inh	CRFBP-R2 block	M4 antag	M5 antag	M5 PAM	CHRM5 agonist
CC(C)c1cc(=O)n2[nH]c(SCc3ccc(Cl)cc3)nc2n1	5	-3.5	-6	4	9	5	13	-5	1
CCC(C)(C(=O)NC1CCCCC1)N(C(=O)Cc1cccs1)c1ccccc1 (configuration not stated)	3	-3.5	3	10	-34	-7	-3	-4	0
Cc1ccc(-c2csc(N(Cc3ccco3)C(=O)c3cccs3)n2)cc1	-1	7.5	9	2	-17	2	-2	0	-2
CCN(CC(=O)Nc1ccc(NC(C)=O)cc1)C(=O)c1c(-c2c(F)cccc2Cl)noc1C	3	2.9	5	5	16	-13	-3	3	-2
COc1cc(CNC2CCCCCC2)cc(OC)c1O	1	0.5	8	-1	-5	6	-10	4	0
CN(CCCC(=O)O)c1ccc(N=Nc2ccc([N+](=O)[O-])cc2)cc1	1	-2.1	1	7	44	-3	7	-1	7
CC(C)CNS(=O)(=O)c1ccc(CCC(=O)NCC2CCCO2)cc1 (configuration not stated)	1	-3.6	2	0	-2	-10	-3	8	-7
O=C(O/N=C\c1ccc(N2CCCCC2)c([N+](=O)[O-])c1)c1cccc(Cl)c1	0	-1.5	1	3	7	2	-2	-1	1
COc1ccc(NS(=O)(=O)c2cccc(C(=O)N(C)Cc3ccc(SC)cc3)c2)cc1	11	0.5	-1	11	-7	0	2	-12	4
CC(C)CN(C(=O)C1=NN(c2ccccc2)C(=O)CC1)c1c(N)n(Cc2ccccc2)c(=O)[nH]c1=O	0	0.2	0	5	2	10	-2	5	1
Cc1cc(NC(=O)c2c(-c3ccccc3Cl)noc2C)no1	-1	-4.3	-1	-3	-6	-6	7	-1	-1
CC(=O)Nc1ccc(S(=O)(=O)N(C)c2ccc(OCCOc3cccc(C)c3)cc2)cc1	19	4.3	-8	2	-2	39*	24	-37	4
CC1CCC(NC(=O)CNC(=O)Cc2cccc3ccccc23)CC1 (configuration not stated)	3	-1.0	0	-2	-23	-3	3	-3	-1
CCOc1ccc(-c2[nH]ncc2Oc2ccccc2OC)c(O)c1	0	-2.5	-5	-3	31	5	8	-7	-3
Cc1ccc(-c2nn(-c3ccccc3)cc2/C=N/NC(=O)c2ccc(Br)o2)cc1	4	2.0	-2	0	3	4	5	0	-2
O=C(NOC(=O)c1cc(Br)ccc1Cl)c1cccs1	1	2.6	0	0	-2	-7	-8	5	-2
CC(C)c1ccccc1OCCCCCNCCO	3	0.6	8	1	-13	5	-3	-6	-1
O=C(NCc1csc(-c2cccs2)n1)C1CCC1	11	-3.3	-9	12	14	5	12	-8	0
Cc1ccc(-c2nc3cc(Cl)ccc3o2)cc1	0	0.0	1	2	-1	4	-1	1	-1
C=CCNC(=O)C1CC1(c1ccccc1)c1ccccc1 (configuration not stated)	0	-1.8	0	2	-4	0	-4	3	2
CC(NC(=O)COc1cccnc1[N+](=O)[O-])c1ccc(Cl)cc1 (configuration not stated)	3	-1.2	-11	-1	-1	-7	11	-1	-5
Cc1cc(CNC(=O)COc2ccccc2F)c2ccccc2n1	11	-0.5	1	2	5	7	10	-3	6
CCC1(CC)NC(=O)N(CC(=O)Nc2ccc(S(=O)(=O)N3CCOCC3)cc2)C1=O	2	0.4	-7	-3	1	1	-6	-5	-8
O=C(Cn1ncn2cccc2c1=O)N1CCCCC1	0	-1.5	-5	2	6	3	0	1	0
CC(C)Oc1ccc(C(=O)Nc2nc3ccccc3[nH]2)cc1	3	-0.8	5	-4	-5	-6	5	-6	0

The list continues.
canonical_smiles	M4 ag	CRFBP-R2 agonist	CHRM4 PAM	IDE cell inh	CRFBP-R2 block	M4 antag	M5 antag	M5 PAM	CHRM5 agonist
CC(C)c1ccc(OCC(=O)NC(C)c2ccccc2)cc1 (configuration not stated)	-2	0.1	-3	3	7	1	9	-1	-5
COCCNc1oc(-c2ccc(C)cc2)nc1C#N	0	-1.3	9	2	-32	9	-7	3	-1
CCNc1c(NS(=O)(=O)c2ccc(F)c(Cl)c2)c(=O)oc2ccccc12	1	-0.6	3	-4	4	-2	10	-4	-3
Cc1cc2oc(C(=O)Nc3ccc(S(=O)(=O)Nc4nccs4)cc3)cc(=O)c2cc1Cl	4	0.7	2	12	-12	1	-9	11	-2
O=C(COc1ccc(Cl)cc1)NCc1nnc(SCC(=O)N2CCCCC2)o1	1	-0.3	-5	2	-2	6	10	1	-4
Cc1cc(C)cc(N(CC(=O)NC2CCCC2)C(=O)CCC(=O)Nc2cc(C)on2)c1	0	-1.9	-4	0	-1	-9	1	0	2
CC(=O)C1=CCC(c2ccc(F)cc2)N(S(=O)(=O)c2ccc(C)cc2)C1 (configuration not stated)	2&3	·	-5&-11	·	·	4&-1	-5&2	-1&-3	-1&-3
CN1CCCC1CCNc1ccc2c(=O)c3ccccc3oc2c1 (configuration not stated)	1	0.5	-10	2	-4	15	5	8	-6
CCOC(=O)C(Cc1ccnc2ccccc12)=NO	6	1.4	-1	·	0	2	19	-5	-4
CC1CCCN(CC(O)CN2CCN(CC(O)CN3CCCC(C)C3)C(C)C2)C1 (configuration not stated)	0	-0.1	11	·	-15	-3	19	1	-6
CCOc1cc(NS(=O)(=O)CC)c(OCC)cc1NC(=O)c1ccco1	7	1.8	3	1	1	13	0	-2	2
CC(=O)NNC(=O)C(O)(c1ccccc1)c1ccccc1	0	0.7	-2	0	-7	4	-6	1	-1
CCn1c(NCc2ccccc2Cl)nc2ccccc21	0	-1.3	0	0	-2	-6	1	-5	-4
CC(=O)Nc1cccc(-c2ccnc3c2CC(C(=O)Nc2cccc(OC(F)(F)F)c2)O3)c1 (configuration not stated)	12	·	1	·	·	-9	1	-7	1
COc1cc(OC)cc(C(=O)Nc2ccccc2S(=O)(=O)N2CCCC2OC(C)=O)c1 (configuration not stated)	2	-4.9	-8	-3	14	-3	1	-4	0
N#CC1=C(N)OC2=C(C(=O)CCC2)C1Cc1ccccc1 (configuration not stated)	0	0.9	8	10	2	-1	3	-2	3
CCCCCCN[C@H]1CCC2C3CC=C4C[C@@H](O)CC[C@]4(C)C3CC[C@@]21C (some centres not stated)	12	1.2	-12	1	-7	37*	12	-18	-10
Cc1nn(C)c(C)c1S(=O)(=O)N1CCCC(C(=O)N2CCN(c3ccc(Cl)cc3)CC2)C1 (configuration not stated)	9	0.6	-6	1	1	2	-2	-11	-7
CCC1(C(=O)OC)NC(c2cccc(F)c2)C2C(=O)N(C)C(=O)C21 (configuration not stated)	1	4.1	2	0	15	0	-4	3	2
O=C1c2cccc3c(N4CCCCC4)ccc(c23)C(=O)N1c1ccccc1O	39*	259*	-17	89*	-241	35*	35*	-20	28*
O=C(N/N=C/c1c[nH]c2ccccc12)c1[nH]c2ccc(Br)cc2c1-c1ccccc1	7	-1.0	1	·	-43	0	-2	5	2
Cc1ccc(S(=O)(=O)Nc2ccc3cn[nH]c3c2)cc1	3	-2.1	-7	-3	5	11	8	0	5
C[C@@](Cc1ccc(O)c(O)c1)(NN)C(=O)O	0	-0.6	0	·	-2	2	3	-1	0
Cc1cc(=O)n(Cc2ccccc2)c2ccccc12	-1	1.5	2	3	-4	-1	-1	6	-5
CCOC(=O)C(NC(=O)c1ccc(OC)cc1)(Nc1cc(C)on1)C(F)(F)F (configuration not stated)	0	1.6	0	3	-28	2	-1	5	-10

Continuation:
canonical_smiles	M4 ag	CRFBP-R2 agonist	CHRM4 PAM	IDE cell inh	CRFBP-R2 block	M4 antag	M5 antag	M5 PAM	CHRM5 agonist
N#CC1=C2Sc3ccccc3N2CCCC1=O	5	-1.7	-2	5	-22	-5	0	-3	4
O=c1cc(N2CCCCCC2)[nH]c(=O)n1-c1ccc(Cl)cc1	0	-5.3	4	1	-5	-3	-3	2	2
CCOc1ncccc1C(=O)NCC1COc2ccccc2O1 (configuration not stated)	1	-3.1	-3	7	11	4	5	-8	-2
Cc1ccccc1N1CCN(C(=S)c2ccc(-c3cccc([N+](=O)[O-])c3)o2)CC1	0	1.0	4	1	1	-8	-2	9	3
Cc1ccc(C2=NC3(CCCC3)N=C2SCC(=O)Nc2ccc3c(c2)OCCO3)cc1	4	-7.9	-2	4	8	-7	-2	-4	-1
CN1CCN(NC(=O)c2cc(-c3ccccn3)nc3ccccc23)CC1	0	1.4	0	1	-27	-2	11	2	-2
COC(=O)c1c[nH]c(=O)c2ccccc12	0	0.3	-5	2	-4	3	-11	7	1
CC(C)CCN1CCN(CC(c2ccccc2)c2ccccc2)CC1CCO (configuration not stated)	1	-1.6	-15	0	18	15	10	-16	-10
CC(NC(=O)c1ccccc1SCC(=O)N1CCCC1)c1ccc(F)cc1 (configuration not stated)	4	-1.2	-3	1	-14	2	1	-2	-1
CN(C)S(=O)(=O)N(CC(=O)Nc1ccccc1F)c1ccccc1	1	-1.7	1	-1	-2	-4	1	12	-4
Cc1cc(C)c(S(=O)(=O)NCCc2ccncc2)c(C)c1	2	0.5	-1	4	18	-4	2	0	-1
Cc1cccc(CNS(=O)(=O)c2ccc(-c3cnc(C4CC4)o3)cc2)c1	13	-0.4	4	5	-7	-9	-14	-6	2
O=C(NCCC(=O)N1CCN(S(=O)(=O)c2ccccc2Cl)CC1)Nc1ccccc1	2	-0.3	2	-2	42	-10	-2	3	0
O=C(c1ccccc1)N1CCN(C(=O)C23CC4CC(CC(C4)C2)C3)CC1	1	-3.8	-2	8	24	8	1	-5	2
CC1CN/C(=C\C(=O)c2ccc(Cl)cc2)C(=O)N1 (configuration not stated)	2	-0.5	3	-10	-3	0	5	-3	3
O=C(O)c1cc(C(=O)O)cc(N2C(=O)CSC2=S)c1	1	0.8	17*	3	4	5	-8	13	-6
CCC1Oc2ccccc2N(CC(=O)NCCCN2CCN(Cc3ccccc3)CC2)C1=O (configuration not stated)	3	1.6	-2	4	6	3	5	-4	-3
Cc1ccc(OCC(=O)NCc2ccco2)cc1C	0	2.8	2	0	40	2	-5	8	-2
COc1ccc(N(CC(=O)NC2CCCCC2)C(=O)c2ccc(C)s2)cc1OC	1	-1.5	-11	2	4	-3	2	18	-1
CCC(CO)N=C1CC(C)(C)CC(=O)/C1=C(/O)CCCN1C(=O)c2ccccc2C1=O (configuration not stated)	17	-0.2	-3	7	16	-1	13	-12	3
O=C(Nc1ccccc1F)NC1CCN(Cc2nnnn2Cc2ccc(F)cc2)CC1	1	-1.6	3	12	-6	5	8	-5	-3
CCOC(=O)/C(C#N)=C/Nc1ccccc1OC(F)(F)F	-2	-1.1	9	-2	-2	-16	4	-9	-5
OC[C@@H]1CN(Cc2ccc(-c3ccccc3)cc2)C[C@H](n2cnc3c(NCc4ccncc4)ncnc32)O1	26	·	-6	·	·	6	15	-12	8
COc1ccc(C(C(=O)Nc2ccc(F)cc2)N2CCN(C(=O)c3ccco3)CC2)cc1 (configuration not stated)	3	·	18	·	·	-1	8	5	1

Screening results: PubChem BioAssay, several laboratories
